# Assay outcomes deposited in PubChem BioAssay by several laboratories.
# MDM2 E3 inh = blocks human Mdm2 ubiquitin ligase activity | AID 1230 | signal enhancement, % at 5 µM | 210,000 tested, 0.11% active | cell-based MDM2 ubiquitination luciferase reporter, 2 h; 0 = plate control, 100 = twice control, blank-subtracted;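 active means signal enhancement of 30% or more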;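 further: luminescence tracks abundance of the self-degrading MDM2-luciferase fusion protein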
#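 Assay system: stable mammalian line carrying autodegrading MDM2–luciferase fusion reporter; Input: 2000 cells in each well; Compound dosing: single-point 5 µM; Schedule: 2 h compound exposure at 37 °C; Signal: SteadyLite luciferase luminescence after 15 min room-temperature reagent incubation; Evaluation: % luminescence enhancement versus blank-corrected plate control mean; Benchmarks: plate controls and plate blanks.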
# eIF4E-4G inh = blocks eIF4E binding to eIF4G. TR-FRET eIF4E-eIF4GI(517-606) binding, 2 h. inhibition, % at 21.7 µM. 220,000 tested, 0.37% active;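 active means inhibition above about 30%, limit read from the data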;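 further: 0% = full FRET control wells and 100% = background wells lacking eIF4GI fragment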
# Rad51 HR inh = blocks human Rad51 in homologous recombination. Q06609. hRad51 DNA strand exchange, fluorescence dequenching. inhibition, % at 10 µM. 200,000 tested, 0.085% active;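 active means inhibition above 40% at the single screening dose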;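 further: 0% = DMSO control wells and 100% = blanks with heterologous ssDNA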
#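 Material: Human Rad51 nucleoprotein filaments preassembled on unlabelled ssDNA | Also added: Labelled 47-mer dsDNA for strand exchange | Dosing: Single dose, 10 µM final compound | Schedule: 30-min compound preincubation and 15-min exchange, both room temperature | Technique: Fluorescence dequenching at 485/520 nm | Measure: Percent inhibition relative to plate controls and blanks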
# EBV gp42 inh = inhibitors of Epstein-Barr virus glycoprotein 42. inhibition, % (tested at 21.74 µM). Fluorescence polarization binding assay, mP read-out. 220,000 tested, 0.42% active. Q1HVG2. AID 1085; in the data active means inhibition above about 50%
# L929 necroptosis = blocks zVAD induced death of L929 cells; viability rescue, % at 10 µM; L929 zVAD necroptosis rescue, ATP luminescence, 24 h; with zVAD 60 µM; 220,000 tested, 0.38% active; AID 1377;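 active means activation, scaled between plate controls, above about 75%, limit read from the data; inactive means activation under that limit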;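 further: 0% = zVAD with DMSO and 100% = DMSO alone without zVAD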
# TNF necrop inh = TNF-alpha cell death inhibition in Jurkat FADD-/- cells; Jurkat FADD-/- TNF necroptosis rescue, ATP luminescence, 24 h; 0 = TNF only, 100 = no-TNF cells; 220,000 tested, 0.068% active; AID 463075; activation (protection from cell death), % at 10 µM;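 active means activation, meaning protection from cell death, of at least 50% relative to plate controls; inactive means activation below 50%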;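 further: necroptosis triggered by 40 ng/mL TNF-alpha added together with compound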
# PERK inh = inhibitors of human PERK kinase; 220,000 tested, 0.17% active; Q9NZJ5; CHO PERK-DD fusion, SEAP luminescence translation reporter; inhibition, % at 5.6 µM;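 active means inhibition above the mean inhibition of all tested compounds plus 3 SD, set separately per screening campaign, cut at about 2.9% in these data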;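 further: PERK kinase domain activated by AP20187 dimerizer at 100 nM; 0% = DMSO with dimerizer and 100% = rapamycin at 8.4 µM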
# KCC2 mod = modulators of human KCC2 chloride dependent transport | Q9H2X9 | KCC2 cells, thallium flux FluoZin-2 fluorescence | 190,000 tested, 2.2% active | B-score of Tl+ flux slope (higher = more flux/activation; lower = inhibition) at 10 µM;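 active means thallium flux slope and its plate-corrected score both differing from the plate sample mean at a set confidence after two filtering rounds, in either direction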;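 further: slope of fluorescence scaled to starting intensity during 10 to 20 s after thallium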
# Target sequence (Q9H2X9 whole entry, looked up): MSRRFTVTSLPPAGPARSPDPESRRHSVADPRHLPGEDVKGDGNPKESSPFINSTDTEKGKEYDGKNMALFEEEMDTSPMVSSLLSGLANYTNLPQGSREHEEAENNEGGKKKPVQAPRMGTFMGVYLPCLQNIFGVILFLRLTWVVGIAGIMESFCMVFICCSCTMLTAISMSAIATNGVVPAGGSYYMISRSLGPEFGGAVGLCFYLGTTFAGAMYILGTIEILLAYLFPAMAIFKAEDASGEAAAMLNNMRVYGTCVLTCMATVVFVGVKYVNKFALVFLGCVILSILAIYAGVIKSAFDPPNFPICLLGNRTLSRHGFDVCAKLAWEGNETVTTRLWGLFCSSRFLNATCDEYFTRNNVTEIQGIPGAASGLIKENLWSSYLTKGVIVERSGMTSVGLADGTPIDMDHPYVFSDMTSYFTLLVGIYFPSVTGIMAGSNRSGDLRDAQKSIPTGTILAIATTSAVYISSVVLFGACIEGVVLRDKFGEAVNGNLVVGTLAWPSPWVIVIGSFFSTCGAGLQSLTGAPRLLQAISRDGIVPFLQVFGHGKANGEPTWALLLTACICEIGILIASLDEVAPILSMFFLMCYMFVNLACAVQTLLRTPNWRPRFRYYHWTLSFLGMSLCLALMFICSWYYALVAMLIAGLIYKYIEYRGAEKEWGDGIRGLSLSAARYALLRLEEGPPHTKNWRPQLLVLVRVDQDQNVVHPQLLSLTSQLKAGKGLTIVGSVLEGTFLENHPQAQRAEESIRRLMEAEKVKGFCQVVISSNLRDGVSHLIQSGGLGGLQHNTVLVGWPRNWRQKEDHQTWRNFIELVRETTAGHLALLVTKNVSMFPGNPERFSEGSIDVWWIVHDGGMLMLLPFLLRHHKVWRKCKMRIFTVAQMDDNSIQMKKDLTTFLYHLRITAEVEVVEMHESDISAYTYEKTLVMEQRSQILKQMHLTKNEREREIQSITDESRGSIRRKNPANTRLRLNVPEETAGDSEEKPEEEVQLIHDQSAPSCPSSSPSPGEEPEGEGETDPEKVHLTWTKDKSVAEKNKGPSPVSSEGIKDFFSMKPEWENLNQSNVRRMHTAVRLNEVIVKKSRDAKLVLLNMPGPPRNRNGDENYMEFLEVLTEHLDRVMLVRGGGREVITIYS
# m-calpain inh = blocks pig calpain II enzyme activity | inhibition, % at 16 µM | purified calpain II, fluorogenic peptide substrate, 30 min | 220,000 tested, 0.37% active;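 active means inhibition above about 50%, limit read from the data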
# * = called active by the depositor; . = no result given; [ ] = dose if it differs, or a comment.
Structure	EBV gp42 inh	Rad51 HR inh	m-calpain inh	L929 necroptosis	eIF4E-4G inh	MDM2 E3 inh	PERK inh	TNF necrop inh	KCC2 mod
COC(=O)C1CSC(c2ccc(Cl)cc2)N1C(=O)c1ccccc1 (configuration not stated)	-6	9	-4	0.2	-3	-6	2.0	-0.6	-0.38
OC(COc1ccccc1)CN1CCOCC1 (configuration not stated)	-8	-7	-21	0.2	-1	-5	0.1	-1.1	-0.89
Cc1nc[nH]c(=O)c1Br	-1	7	-5	0.5	11	0	0.8	1.1	0.24
COc1cccc(C(O)CC(N)=O)c1 (configuration not stated)	-15	6	0	0.0	1	-12	1.0	-1.4	1.3
COc1cccc(NC(=O)CN(C)C(C)C(=O)Nc2cc([N+](=O)[O-])ccc2Cl)c1 (configuration not stated)	-6	-2	19	-1.6	3	-16	-0.2	1.7	-2.2
COc1ccc(N(CC(=O)NCc2cccnc2)S(=O)(=O)c2ccccc2[N+](=O)[O-])c(OC)c1	1	-1	-20	0.6	-5	25	-0.3	0.4	-0.93
Cn1c(=O)[nH]c(=O)c2c1nc(N1CCCCCC1)n2CCCSc1nnnn1-c1ccccc1	7	-18	33	-0.5	-8[fluorescence artefact?]	-5	-0.9	-1.9	-0.64
Cc1cc(=O)oc2ccc(OCC(=O)N(Cc3ccc(F)cc3)Cc3ccco3)cc12	-5	-5	-92	-0.5	-20	0	-0.3	-3.8	.
Cc1ccccc1N/C(SCc1ccc(Cl)cc1)=C(/C#N)C(=O)NCc1ccco1	-13	1	32	-0.2	2	-15	0.3	-1.1	0.56
Cc1nn(-c2nnc(C)c(=O)[nH]2)c(C)c1SCC(=O)Nc1ccc(F)cc1	-1	5	-19	0.0	4[fluorescence artefact?]	-6	1.1	-0.2	0.11
CCSc1nnc(NC(=O)C2C3C=CC(C3)C2C(=O)O)s1 (configuration not stated)	10	0	18	-0.7	0	-20	0.7	-0.4	-0.34
CSc1nnc(-c2ccccc2N=Cc2c(C)[nH]n(-c3ccccc3)c2=O)c(=O)[nH]1	-13	-3	10	-0.2	-5[fluorescence artefact?]	13	0.3	-3.1	-1.3
O=C(CSc1nnc(-c2ccc(Cl)cc2)n1-c1ccccc1)N/N=C/c1ccccc1C(=O)O	-5	5	-17	4.6	0	6	1.4	-0.9	0.025
COc1ccc(CNC(=O)CCSc2nc(-c3ccc4c(c3)OCO4)cc(C(F)(F)F)n2)cc1	-13	3	-49	-0.3	2	.	-0.1	0.3	0.84
COc1ccc(C(=O)OCC(=O)Nc2cc(C)on2)c(OC)c1OC	-1	-8	13	-1.2	2	-7	0.0	-0.5	-0.51

# Reprinted at random: two compounds from above
Structure	EBV gp42 inh	Rad51 HR inh	m-calpain inh	L929 necroptosis	eIF4E-4G inh	MDM2 E3 inh	PERK inh	TNF necrop inh	KCC2 mod
CCSc1nnc(NC(=O)C2C3C=CC(C3)C2C(=O)O)s1 (configuration not stated)	10	0	18	-0.7	0	-20	0.7	-0.4	-0.34
OC(COc1ccccc1)CN1CCOCC1 (configuration not stated)	-8	-7	-21	0.2	-1	-5	0.1	-1.1	-0.89

# Next part.
Structure	EBV gp42 inh	Rad51 HR inh	m-calpain inh	L929 necroptosis	eIF4E-4G inh	MDM2 E3 inh	PERK inh	TNF necrop inh	KCC2 mod
COc1ccc(NC(=S)NCCCCCC(=O)C[N+](=O)[O-])cc1	-6	-2	-18	4.6	2	-9	0.2	0.6	0.6
O=C(CSc1nnc(NC(=O)C2CCC2)s1)Nc1ccc(N2CCOCC2)cc1	10	-6	-27	1.0	3	-12	0.6	1.1	.
O=C(Nc1ccc(Cl)cn1)c1ccc2ccccc2n1	-12	13	-12	-0.3	7	-17	-0.1	-0.1	-0.0055
Cc1cc(-c2ccccc2)[nH]c(=O)c1S(=O)(=O)c1ccccc1	-12	3	-175	0.5	7	-13	0.7	-1.8	.
O=c1c(=Nc2ccccc2O)c(=O)c2ccccc12	-13	5	3	10	4	-3	-0.5	1.9	0.22
CC(=O)N1CCN(S(=O)(=O)c2cccc(C(=O)Nc3ccccc3N3CCOCC3)c2)CC1	-13	-25	-5	0.5	0	-16	0.4	0.2	1.1
Cc1cc(Cl)c(S(=O)(=O)N2CCSCC2)cc1OCC(=O)NC1CCCCC1	-8	-3	7	1.6	3[fluorescence artefact?]	-43	0.0	-14	0.3
CC(C)OC(=O)c1cccnc1SCC(=O)N(C)c1ccccc1	-9	-9	-29	0.2	5	4	-1.1	-1.6	-0.22
COc1ccc(OC(C)c2ccc(C#N)c(=O)[nH]2)cc1 (configuration not stated)	-13	-8	7	3.4	2	-22	0.7	1.0	0.51
CCOC(=O)C1/C(=N\O)CC(C)(O)C(C(=O)OCC)C1c1ccc(OC)c(OC)c1 (configuration not stated)	-12	2	13	1.9	1	1	0.0	0.6	-0.0005
CCCCN(C)C(=O)c1nc2ccccn2c1CN1CCN(c2ncccn2)CC1	-2	10	-14	-0.6	1	7	1.0	0.3	-0.37
Cc1ccc(C)c(NC(=S)N(Cc2cccc(Br)c2)CC2CCC(C(=O)O)CC2)c1 (configuration not stated)	-7	-22	-78	0.5	-1	-2	0.6	0.7	-1.8
COc1ccc(OC)c(/C=C/C(=O)N2C(=O)c3cccc(N)c3C2=O)c1	8	12	-412	-0.5	-33	-3	0.2	0.6	0.55
CC(C)(C)/C(O)=C(/C#N)c1nc2ccccc2[nH]1	-13	2	-1	0.5	-2	-10	0.1	-0.4	.
O=C1CC(c2ccc(Cl)cc2)SC(N(c2ccccc2)c2ccccc2)=N1 (configuration not stated)	10	1	-10	-0.1	-12	-11	0.5	-0.8	-1.1
OC(COCc1cccs1)CN1CCN(c2ccccc2Cl)CC1 (configuration not stated)	-9	9	4	0.2	1	-12	-0.5	1.1	-0.21
Cc1ccc(C(=O)O)c(C(=O)Nc2nc(C)cs2)c1	-14	-5	2	1.0	1	-4	1.4	-0.4	.
Cc1nnc(NC(=O)c2cccc(F)c2)s1	-22	.	9	-0.4	3	-18	-0.4	-4.3	0.0013
O=C(Nc1ccccc1)/C(=C1\CCCN1)[N+](=O)[O-]	-18	9	-7	1.7	-1	-3	1.4	-0.8	0.23
CCn1c(=S)sc2nc(C)sc21	.	3	.	2.2	.	.	0.3	-1.1	0.79
CCOc1ccc(NC(=O)COC(=O)c2ccc3c(c2)C(=O)N(CCc2ccccc2)C3=O)cc1	8	6	22	-0.2	-16	10	0.5	0.5	-0.77
CCOc1c2ccoc2nc2c(OC)c(OC)ccc12	-15	-3	-376	0.7	13	9	0.8	0.3	-0.86
O=S(=O)(c1ccc(Cl)cc1)n1ccc2cccnc21	-5	-10	-3	0.0	-2	-20	-0.8	-2.8	.
OCCC1CN(Cc2ccccc2OC2CCCC2)CCN1Cc1ccsc1 (configuration not stated)	-11	12	18	-0.8	-1	-11	-0.5	-0.7	-0.68
Cc1c(C)n(CCC(=O)O)c2ccccc12	9	5	0	3.6	2	-5	-0.4	-0.1	1.8
COC(=O)COc1ccc(Cl)cc1C1Nc2ccccc2C(=O)N1c1ccc(OC)cc1 (configuration not stated)	-6	-3	-122	-0.3	8	-81	0.2	-2.6	.
Cc1ccccc1Nc1c(N)c(=O)oc2ccccc12	4	-12	30	-0.4	.	-15	0.5	-18	-0.56
Cc1c(C(=O)NC(C)c2ccncc2)oc2ccccc12 (configuration not stated)	-9	8	-17	1.2	-17	-14	-0.7	1.7	-1.1
CC1(C)C(=O)Nc2ccccc2N1C(=O)CN1C(=O)c2ccccc2C1=O	-16	0	-22	0.7	2	-15	-0.2	-0.3	-0.42
CCCN1Cc2cccc(C(=O)NCCCOC(C)C)c2C1=O	-2	6	22	-1.5	1	0	-1.3	0.5	-0.11
Cc1onc(-c2c(Cl)cccc2Cl)c1NC(=O)NNc1c(Cl)cncc1Cl	-3	-6	6	0.4	0	-8	1.9	0.9	.
O=C(Nc1cccc(S(=O)(=O)N2CCOCC2)c1)c1cn(-c2ccccc2)nc1-c1ccccc1	4	-9	-25	1.0	3	-5	-0.4	1.4	-0.11
COc1ccc(N2C(=O)c3ccccc3NC2c2ccc(OC)c(CN3CCOCC3)c2)cc1 (configuration not stated)	-12	5	-87	-0.4	1	-10	-2.2	-1.1	-0.15
O=C(COc1ccccc1)N1CCN=C1SCc1ccccc1F	-2	9	11	3.6	-4	.	-0.3	1.8	-0.78
CCOC(=O)Cn1nc(C)c([N+](=O)[O-])c1C	-20	-3	-28	5.2	0	-17	0.1	-0.3	0.55
c1csc(-c2cn3c(n2)SCC3)c1	-26	2	-29	-0.1	6[fluorescence artefact?]	-12	1.1	-2.4	-0.18
CC(C)Cc1nc(N2CCN(C(=O)c3ccccc3)CC2)c(C#N)c2c1CCC2	6	2	-91	-0.2	4	-3	-0.2	-0.7	0.04
CCC1CCCCN1Cc1ccc(OC)c(C)c1 (configuration not stated)	-18	6	23	-0.8	-13	-10	-1.3	1.2	0.32
CCC(C)C(Nc1ccc(C(=O)OC)cc1[N+](=O)[O-])C(=O)OC (configuration not stated)	-18	0	10	0.0	1	-4	0.5	2.3	0.47
CC(C)CNC(=O)c1cccc(NC(=O)COc2ccc([N+](=O)[O-])cc2)c1	3	.	31	0.2	0	-20	-0.8	1.3	.
COc1cccc2sc(Nc3nc(-c4ccccn4)cs3)nc12	16	-2	-22	45	4[fluorescence artefact?]	-25	0.7	-3.9	.
COc1cc(C(C)=O)ccc1COc1ccc(C(=O)OC(C)C(=O)NC(N)=O)cc1OC (configuration not stated)	-29	8	-46	3.2	2[fluorescence artefact?]	-4	-0.2	1.0	0.084
CC1(C(=O)NC2CCCCCCC2)CCC(=O)N1CCN1CCOCC1 (configuration not stated)	-3	-1	0	2.5	-2	15	0.9	0.4	.
Cc1nc(-c2cccs2)ccc1C(=O)O	-8	-4	-23	1.1	-3	-15	-0.7	1.0	0.14
Cc1ccc(-c2nc(CS(=O)CC(=O)NCCN(CC(C)C)CC(C)C)c(C)o2)cc1 (configuration not stated)	-20	5	11	-0.2	-15	-38	0.7	-1.8	-0.043

# The last 2 compounds of the section before open the next one.
Structure	EBV gp42 inh	Rad51 HR inh	m-calpain inh	L929 necroptosis	eIF4E-4G inh	MDM2 E3 inh	PERK inh	TNF necrop inh	KCC2 mod
Cc1nc(-c2cccs2)ccc1C(=O)O	-8	-4	-23	1.1	-3	-15	-0.7	1.0	0.14
Cc1ccc(-c2nc(CS(=O)CC(=O)NCCN(CC(C)C)CC(C)C)c(C)o2)cc1 (configuration not stated)	-20	5	11	-0.2	-15	-38	0.7	-1.8	-0.043
Cc1cccc(-n2ncc3c(N(CCO)CCO)ncnc32)c1	0	-4	27	2.0	4	-19	0.3	0.2	2.2
COc1cccc(-c2nn(-c3ccccc3)cc2/C=C(\C#N)C(=O)NCCCn2ccnc2)c1	-36	-35	-20	1.6	0	-11	-0.5	2.2	-1.1
O=C(O)c1ccc(S(=O)(=O)c2ccc3c(c2)C(=O)N(c2ccc(O)cc2)C3=O)cc1	-3	8	-24	0.1	-8	.	1.2	1.0	0.34
Cc1nnc2ccc(-c3ccc(NC(=O)c4cccnc4Cl)cc3)nn12	-15	-2	-113	3.8	-3	-7	0.5	-2.2	0.35
